From PubChem
Rin1 Abl inh: inhibitors of human Rin1-Abl protein interaction; inhibition, % at 7.35 µM; 0.4% of 360,000 active; TR-FRET Rin1/Abl binding, biochemical; AID 588664; in the data active = inhibition above about 5%, passing the limit was not always enough
CSN inh: CSN deneddylation inhibition | Q92905 | Purified CSN, SCF-Nedd8-OG deneddylation, fluorescence polarization | inhibition, % at 12.5 µM | 0.38% of 360,000 active | AID 651999;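 active = pattern-corrected inhibition above about 35%, with an unprinted fluorescence ratio check between 0.5 and 1.5, limit read from the data, passing the limit was not always enough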;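 note: 0% = enzyme with substrate and 100% = substrate without enzyme; some results filed as inactive read as strong as hits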
Target sequence (Q92905 whole entry, looked up, one chain of several): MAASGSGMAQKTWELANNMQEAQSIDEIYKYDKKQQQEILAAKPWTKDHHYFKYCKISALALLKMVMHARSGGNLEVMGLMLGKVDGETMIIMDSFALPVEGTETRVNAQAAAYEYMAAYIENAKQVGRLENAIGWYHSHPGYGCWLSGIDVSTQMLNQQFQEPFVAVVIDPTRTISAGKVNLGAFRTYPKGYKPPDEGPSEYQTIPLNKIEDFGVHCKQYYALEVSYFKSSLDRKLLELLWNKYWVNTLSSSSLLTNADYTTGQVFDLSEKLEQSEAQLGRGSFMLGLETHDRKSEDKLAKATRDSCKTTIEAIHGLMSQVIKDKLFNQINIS
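Assay system: purified human Csn5 enzyme expressed in HEK293T cells; Input: 0.24 nM Csn5 enzyme, final concentration; Reagent: 10 nM SCFSkp2-Nedd8OG; Compound dosing: 12.5 µM single point; Times: reaction 90 min, room temperature; Technique: fluorescence polarization readout.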
bovine MsrA act: bovine methionine sulfoxide reductase A activation | purified bovine MsrA, absorbance read-out | activation, % at 10.6 µM | 0.3% of 360,000 active | AID 602163; in the data active = activation above about 7.5%;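 note: 0% = vehicle and 100% = reference activator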
MsrA inh: inhibitors of bovine MsrA; purified bovine MsrA, absorbance read-out; inhibition, % at 15.5 µM; 0.75% of 360,000 active; AID 651718; in the data active = inhibition above about 4.5%;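 note: 0% = vehicle wells with enzyme and 100% = reference inhibitor wells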
FAS TE block: FAS thioesterase (human) inhibition; AID 602261; inhibition, % at 15 µM; recombinant FAS-TE, OMFH fluorogenic substrate, fluorescence endpoint; 0.67% of 360,000 active;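 active = compounds whose normalised, plate-corrected inhibition of enzyme fluorescence in the single-dose primary screen is 50% or more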;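 note: 0% = DMSO with enzyme and 100% = substrate without enzyme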
eLon inh: inhibits E. coli Lon protease; inhibition, % at 7.94 µM; 0.42% of 360,000 active; purified E. coli Lon protease, fluorescence polarization; in the data active = inhibition above about 13%, passing the limit was not always enough;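 note: 0% = enzyme with probe and DMSO and 100% = no enzyme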
Target sequence (P0A9M0 whole entry, looked up): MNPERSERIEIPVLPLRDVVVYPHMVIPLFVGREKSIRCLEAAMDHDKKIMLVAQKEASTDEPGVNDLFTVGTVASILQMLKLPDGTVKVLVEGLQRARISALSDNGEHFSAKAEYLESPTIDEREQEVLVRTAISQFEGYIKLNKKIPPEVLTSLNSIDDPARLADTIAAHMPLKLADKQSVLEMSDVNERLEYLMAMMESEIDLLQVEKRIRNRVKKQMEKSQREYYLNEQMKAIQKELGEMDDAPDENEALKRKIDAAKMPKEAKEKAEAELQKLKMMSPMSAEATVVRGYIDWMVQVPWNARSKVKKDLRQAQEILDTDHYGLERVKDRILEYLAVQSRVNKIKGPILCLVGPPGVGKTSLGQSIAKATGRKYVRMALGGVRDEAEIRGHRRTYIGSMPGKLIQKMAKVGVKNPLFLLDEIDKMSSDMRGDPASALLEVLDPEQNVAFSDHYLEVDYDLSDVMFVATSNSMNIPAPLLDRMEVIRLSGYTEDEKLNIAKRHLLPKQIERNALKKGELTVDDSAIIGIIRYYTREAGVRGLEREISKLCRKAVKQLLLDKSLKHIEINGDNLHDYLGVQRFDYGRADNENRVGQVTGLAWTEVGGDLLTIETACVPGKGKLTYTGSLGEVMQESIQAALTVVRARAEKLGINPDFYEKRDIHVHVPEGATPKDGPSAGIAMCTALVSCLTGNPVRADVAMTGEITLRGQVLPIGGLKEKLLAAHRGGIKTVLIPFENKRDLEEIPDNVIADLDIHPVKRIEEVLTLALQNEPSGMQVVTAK
TbMetRS inhib: blocks T. brucei methionyl-tRNA synthetase activity; purified T. brucei MetRS, ATP depletion, Kinase-Glo luminescence; inhibition, % at 11.9 µM; 0.4% of 360,000 active;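 active = inhibition above a per-plate cutoff of the control wells' mean inhibition plus 3 SD, cut at about 5.5% in these data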;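 note: 0% = DMSO wells median and 100% = median of wells with control inhibitor compound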
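Dosing: 11.9 µM compound single dose, 0.9% DMSO; Assay system: purified T. brucei MetRS enzyme; Measured by: Kinase-Glo luciferase luminescence reporting remaining unconsumed ATP; Schedule: 15 min plus 2 h at 25 °C.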
PABP1 MLLE inh: blocks PAM2 peptide binding to the PABP1 MLLE domain. AID 588489. P11940. GST-MLLE / FITC-PAM2 fluorescence polarization. 0.36% of 360,000 active. inhibition, % at 20 µM; in the data active = inhibition above about 35%, passing the limit was not always enough;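 note: plate controls were DMSO wells with GST-MLLE for no effect and wells lacking GST-MLLE protein for full effect; some results filed as inactive read as strong as hits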
Neddylation inh: inhibitors of human cullin neddylation. P61081+Q13564. TR-FRET cullin neddylation, biochemical. calls only at 25 µM. 0.58% of 360,000 active. AID 651699; in the data active = inhibition above about 36%
* marks the source's active call; other numbers are inactive results; i = inactive; / = not tested or not shown.

molecule	Rin1 Abl inh	CSN inh	bovine MsrA act	MsrA inh	FAS TE block	eLon inh	TbMetRS inhib	PABP1 MLLE inh	Neddylation inh
C/C(=N\OC(=O)NC(C)C)c1sc(-c2ccc(Cl)cc2)nc1C	-2	0	-4	1.0	11	2	-0.5	6	i
CC(=O)Nc1ccccc1OC(C)C(=O)NC(C)c1ccc(F)cc1 (stereo not drawn)	-1	-2	-5	0.1	-10	1	-0.7	4	i
Cc1onc(-c2c(Cl)cccc2Cl)c1C(=O)NCc1ccc(S(N)(=O)=O)cc1	1	6	-1	0.3	-4	-4	1.9	19	i
O=C(NC(Cc1ccccc1)C(=O)O)/C(=C\c1ccco1)NC(=O)c1ccccc1Br (stereo not drawn)	-3	-2	-4	3.1	-5	3	-0.2	9	i
C=CCn1c(SCC(=O)N2CCC(C)CC2)nc2c([nH]c3ccccc32)c1=O	2	5	0	-0.9	-11	1	-0.2	-8	i
CN(C)Cc1cc(OCc2ccccc2)cc(CN(C)C)c1O	3	-3	-3	0.5	-4	-3	-0.2	-6	i
Cc1c(CN2CCC(C(=O)Nc3ccc(Oc4ccccc4)nc3)CC2)cnn1C	1	2	0	-0.2	-3	-6	0.2	-2	i
CCOc1cc(CO)ccc1OCC(=O)N1CCCCC1	2	-3	0	0.0	-9	-13	-0.5	6	i
Cc1noc2ncnc(N3CCN(c4cccc(Cl)c4)CC3)c12	1	0	-4	-0.9	12	-1	0.0	-10	i
Nc1c(S(=O)(=O)O)cc(NC(=O)c2ccccc2)c2c1C(=O)c1ccccc1C2=O	-4	-5	-1	/	14	16	-0.4	17	i
CNC(=O)C(=O)N/N=C/c1cccnc1	-2	0	-6	-0.3	-5	6	-0.8	-11	i
O=C(N/N=C/c1ccccc1F)c1ccc(COc2ccccc2Cl)o1	3	-3	-11	0.1	14	1	-0.9	-1	i
NC(=O)NN=C1CCn2cccc21	4	2	-6	3.1	-7	-1	-0.3	1	i
CCc1noc(C)c1C(=O)N(CCOC)c1c(N)n(CC(C)C)c(=O)[nH]c1=O	-1	2	-4	0.0	-5	1	-0.3	-57	i
Cc1csc(NC(=O)C2CCCC2)n1	-1	-7	1	-0.1	-9	4	-0.4	-9	i

Looked up above.
Under PABP1 MLLE inh, `Cc1noc2ncnc(N3CCN(c4cccc(Cl)c4)CC3)c12` has the entry -10
Under MsrA inh, `O=C(NC(Cc1ccccc1)C(=O)O)/C(=C\c1ccco1)NC(=O)c1ccccc1Br` (stereo not drawn) has the entry 3.1
Under MsrA inh, `Cc1c(CN2CCC(C(=O)Nc3ccc(Oc4ccccc4)nc3)CC2)cnn1C` has the entry -0.2
Under eLon inh, `Cc1csc(NC(=O)C2CCCC2)n1` has the entry 4
Under MsrA inh, `C/C(=N\OC(=O)NC(C)C)c1sc(-c2ccc(Cl)cc2)nc1C` has the entry 1.0

Next section:
molecule	Rin1 Abl inh	CSN inh	bovine MsrA act	MsrA inh	FAS TE block	eLon inh	TbMetRS inhib	PABP1 MLLE inh	Neddylation inh
CCOC(=O)c1c(NC(=O)C2=C(C)NC(=S)NC2c2ccccc2C(F)(F)F)sc(C)c1C (stereo not drawn)	-3	1	-3	-0.6	30	-4	-0.6	-110	i
CCOc1cc(CNCC2CCCN2CC)cc(Cl)c1OC (stereo not drawn)	-3	-1	-3	1.6	-7	-4	-0.2	2	i
Cc1nc(CCNC(=O)c2cccs2)cs1	-1	-5	-4	1.4	-9	6	-1.0	0	i
CC1(c2ccc3ccccc3c2)NC(=O)N(CC(=O)N2CCC(C(N)=O)CC2)C1=O (stereo not drawn)	3	-5	-9	-1.0	-2	8	-0.5	7	i
COc1ccc2nc(SCC(=O)Nc3ccccc3C#N)[nH]c2c1	4	-1	-4	-0.4	-6	11	-0.3	4	i
Cc1nc(CN2CCCC2=NC#N)n(-c2ccccc2)n1	1	-1	-3	-0.2	-10	-7	-0.2	9	i
CCC(=O)Nc1cccc2cccnc12	0	7	-2	2.9	-5	-2	0.3	2	i
COC(=O)c1ccc(CN2CCCC(C(=O)Nc3ccc(-c4ccn[nH]4)cc3)C2)cc1 (stereo not drawn)	-4	-2	-1	-0.5	-1	-3	0.6	-11	i
Cc1cc2nc(-c3ccc(SCC(=O)N4CCN(C(=O)c5ccco5)CC4)nc3)[nH]c2cc1C	-1	-5	-11	2.6	1	2	-1.7	7	i
COc1ccccc1CN1CCCCC1C(=O)O (stereo not drawn)	1	-4	-1	0.0	-4	1	1.1	7	i
COc1cccc(OC)c1C(=O)Nc1ccc(Br)c(C(=O)c2ccccc2)c1	-1	0	-2	1.1	16	-5	0.2	9	i
Cc1ccc(NC(=S)N2CCN(CCN3C(=O)c4cccc5cccc(c45)C3=O)CC2)cc1	-2	2	-13	1.2	5	3	-1.2	-115	i
Cc1ccc(C)c(N(CC(=O)NC2CCCC2)C(=O)CCC(=O)Nc2cc(C)on2)c1	3	3	-9	-0.1	-2	5	-0.8	-5	i
Cc1onc(-c2c(F)cccc2Cl)c1C(=O)N=C(N)N1CC(C)OC(C)C1 (stereo not drawn)	-1	-2	-3	-1.2	-1	4	-0.5	-4	i
Cc1ccc(C)c(S(=O)(=O)NC2CCSC2=O)c1 (stereo not drawn)	-1	-4	-2	1.4	-6	-11	-0.2	11	i
COc1ccccc1NC(=S)NC1CCCCCC1	1	-2	-3	-0.4	2	0	0.0	-34	i
Cc1ccc([C@H]2C(C(=O)O)=CC[C@@H](c3cccc(C)c3)N2S(=O)(=O)c2ccc(C)cc2)cc1	-1	-5	3	0.8	-1	6	-0.8	11	i
CC1=CC2=NC(=O)/C(=C/c3cccn3Cc3ccccc3)C(=N)N2O1	-1	0	-1	0.1	16	-4	3.6	-8	i
O=C(Nc1ccc([N+](=O)[O-])cc1)OC1CCS(=O)(=O)C1 (stereo not drawn)	/	1	-3	3.2	2	-2	0.2	/	i
CCCCN(CCCC)c1nc(OC)nc(-n2nnc(C(C)=O)c2C)n1	3	0	1	-0.5	14	10	-0.4	14	i
CC(C)(C)Nc1nc(-c2ccc3c(c2)CCN3C(=O)C2CC2)cs1	2	2	-3	1.3	11	0	-0.1	27	i
COc1cccc(-c2nc(Cl)nc3cc(Cl)ccc23)c1	/	-4	-2	-0.5	8	10	-0.6	/	i
COc1ccc(CNC(=O)CN2CCC(NC(=O)c3ccc(OC)cc3)CC2)cc1	3	2	-1	-0.4	-2	-7	0.0	-7	i
CCOc1ccc2nc(N3CCC(C(=O)N4CCN(c5ccccn5)CC4)CC3)sc2c1	0	-4	2	/	8	1	-0.3	-4	i
CCOc1ccccc1NC(=O)CN(c1ccc(Cl)cc1)S(C)(=O)=O	-1	-1	-2	0.2	21	0	-0.9	-2	i
Cn1c(=O)c2cc(S(=O)(=O)Nc3cccc(F)c3)ccc2n(C)c1=O	3	0	-2	-0.8	3	-8	-0.1	-11	i
CCOC(=O)N1CCN(C(=O)c2ccc3c(c2)NC(=O)/C(=C/c2ccccc2)S3)CC1	-1	2	-1	0.6	5	4	-0.1	11	i
O=C1CCC/C1=C/Nc1ccc(Cl)cc1	-2	2	-3	6.0*	-3	-4	0.0	-17	i
O=C(COC(=O)c1cc(Cl)ccc1O)NNC(=O)c1ccc([N+](=O)[O-])cc1	1	2	-2	0.3	3	-6	-0.2	-12	i
O=C(O)/C=C\C(=O)Nc1ccccc1F	-4	-6	-8	-0.1	-14	-7	-0.6	8	i
COc1cccc(NC(=O)Nc2nnc(COCCO)s2)c1	-6	1	-2	-0.5	-6	-26	0.1	-10	i
NC(=O)c1ccc(-n2nnnc2SCC(=O)NC2CCCCC2)cc1	1	0	-2	0.8	-8	-2	-0.4	-7	i
C/C(=N\NC(=S)NC(C)C)c1ccco1	-4	-1	-8	1.9	-3	-2	-1.9	-14	i
CCc1nnc(NC(=O)CSc2nc3c(C)cccc3[nH]2)s1	1	4	0	0.1	-7	-4	0.3	-13	i
CCN(CC)CC(=O)Nc1scc2c1c(=O)oc1ccccc12	-2	2	-3	-0.5	2	7	0.0	6	i
CCOc1ccc(NC(=O)C2CCCN(C)C2)cc1 (stereo not drawn)	-3	3	-7	-0.3	-2	-9	-1.2	3	i
O=C(NC(=S)Nc1cccc2cccnc12)c1cccs1	2	-3	-2	0.1	8	-6	-0.1	48*	i
O=C1CC(c2ccc3c(c2)OCO3)C2=C(CCCC2=O)N1 (stereo not drawn)	-1	0	-4	0.1	-9	-5	-0.8	-7	i
CC(C)CC(=O)NC1(C(F)(F)F)C(=O)N(Cc2ccccc2)C2=C1C(=O)CC(C)(C)C2 (stereo not drawn)	-2	4	-4	1.7	-6	4	-0.3	-6	i
C/C(=N\NC(=O)c1ccc(C)cc1C)c1ccc2c(c1)Nc1ccccc1S2	-6	-4	0	-0.4	4	-19	0.3	6	i
COc1ccc(CN2CCNC(=O)C2CC(=O)NC2CCCC2)cc1OC (stereo not drawn)	2	-3	-4	1.3	-4	15	-0.5	3	i
COc1ccc(NC(=O)c2ccc(CN(c3cc(Cl)ccc3C)S(=O)(=O)c3ccccc3)cc2)cc1OC	-1	-1	-1	-0.6	62*	1	-0.3	-1	i
C/C=C/Cn1c(SCc2ccc(Cl)cc2)nc2c1c(=O)[nH]c(=O)n2C	-1	-2	-3	-0.8	12	-1	-0.8	20	i
CCC(c1nnnn1-c1c(C)cccc1C)N1CCN(C/C=C/c2ccccc2)CC1 (stereo not drawn)	2	6	-1	2.9	20	-7	-0.9	14	i
Cc1nn(-c2cc(N3CCNCC3)ccc2[N+](=O)[O-])c(=O)c2ccccc12	-1	2	-9	1.1	-9	-6	-0.2	-5	i

Some of the entries so far, with values under each structure:
Order of results: Rin1 Abl inh	CSN inh	bovine MsrA act	MsrA inh	FAS TE block	eLon inh	TbMetRS inhib	PABP1 MLLE inh	Neddylation inh
COc1ccc2nc(SCC(=O)Nc3ccccc3C#N)[nH]c2c1
  4	-1	-4	-0.4	-6	11	-0.3	4	i
Cc1nc(CN2CCCC2=NC#N)n(-c2ccccc2)n1
  1	-1	-3	-0.2	-10	-7	-0.2	9	i

Other structures follow.
molecule	Rin1 Abl inh	CSN inh	bovine MsrA act	MsrA inh	FAS TE block	eLon inh	TbMetRS inhib	PABP1 MLLE inh	Neddylation inh
Cc1ccc([C@H]2C[C@H](n3cc(COC(=O)c4ccccc4)nn3)[C@@H](O)CN2C(=O)c2cccs2)cc1	-1	2	-3	1.7	3	-3	-0.8	0	i
O=C(/C=C/c1ccccc1[N+](=O)[O-])c1ccc(F)cc1	-6	4	-10	1.5	7	8	-0.7	9	i
CCCCNC(=O)C1c2cc(OC)c(OC)cc2C(=O)N(C)C1c1ccc(OC)cc1 (stereo not drawn)	-3	-5	1	0.2	-6	-6	-1.1	-2	i
Cc1nnc2n1CCCCC2	3	0	0	1.0	-3	10	-0.3	-8	i
O=C(N/N=C/C(Cl)=C/c1ccccc1)c1ccccn1	-2	-6	-9	3.5	1	-10	-0.8	7	i
Cc1ccc(C2=NC3(CCCCC3)N=C2SCC(=O)Nc2ccc3c(c2)OCCO3)cc1	-4	-1	-1	0.0	18	6	0.8	7	i
CC1Oc2ccccc2C=C1/C=C1/SC(N2CCOCC2)=NC1=O (stereo not drawn)	2	1	-11	1.2	-8	-8	-0.4	9	i
CN(C)CCNC(=O)c1cc(Br)ccc1Cl	-1	-3	-1	-1.1	-4	1	-0.3	6	i
COc1ccc(NC(=O)c2ccc3nccnc3c2)cc1	1	-5	2	2.1	-5	7	1.5	-5	i
Cc1ccccc1-n1c(SCC(=O)Nc2ccc3c(c2)OCO3)nnc1-c1ccccn1	4	-1	-1	0.0	-4	-3	-1.4	1	i
COc1ccc(-n2cnc3sccc3c2=O)cc1	0	1	-1	-1.5	-8	-2	-0.4	1	i
